TEAD-YAP inh: TEAD-YAP interaction inhibition. HEK-TIYL cells, TEAD-Gal4/YAP UAS-luciferase luminescence. AID 1259422. inhibition, % at 9.12 µM. hit rate 1.4% among 640,000; in the data active means inhibition above about 32%;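 further: 0% = median of test compound wells and 100% = reference inhibitor wells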
FBW7 act: human FBW7 E3 ligase activation, primary screen | Q969H0 | AlphaScreen FBW7–phospho-cyclin E peptide binding, activator screen | normalized activity (activation), % at 26.1 µM | hit rate 0.13% among 650,000; in the data active means normalized activity above about 1.9%;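 further: purified mutant Fbw7 with reduced substrate affinity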
MITF inh: inhibitors of human MITF; O75030; AlphaScreen MITF homodimerization, bead proximity signal; inhibition, % at 2.6 µM; hit rate 0.91% among 650,000; AID 1259374; in the data active means inhibition above about 50%;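 further: 0% = vehicle wells with protein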
Target sequence (O75030 whole entry, looked up): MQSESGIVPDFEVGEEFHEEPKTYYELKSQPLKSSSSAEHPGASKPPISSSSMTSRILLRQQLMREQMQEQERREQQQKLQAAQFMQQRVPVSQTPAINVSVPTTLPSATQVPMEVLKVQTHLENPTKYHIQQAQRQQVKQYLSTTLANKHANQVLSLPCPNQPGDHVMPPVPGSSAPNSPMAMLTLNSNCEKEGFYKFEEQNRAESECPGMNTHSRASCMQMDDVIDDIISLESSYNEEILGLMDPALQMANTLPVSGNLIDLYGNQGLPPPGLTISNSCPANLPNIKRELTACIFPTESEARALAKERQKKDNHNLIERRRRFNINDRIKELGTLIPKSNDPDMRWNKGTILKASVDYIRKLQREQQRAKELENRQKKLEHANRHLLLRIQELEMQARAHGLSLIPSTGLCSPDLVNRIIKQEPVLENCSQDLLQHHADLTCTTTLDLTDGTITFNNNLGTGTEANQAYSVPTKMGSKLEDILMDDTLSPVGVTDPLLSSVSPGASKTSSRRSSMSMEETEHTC
GPR151 ag: activates the human receptor GPR151. Q8TDV0. hit rate 1% among 650,000. activation, % at 11.2 µM. PathHunter beta-arrestin GPR151 cells, luminescence. AID 1508602; in the data active means activation above about 4.9%;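 further: 0% = median of compound wells and 100% = cells with positive control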
Target sequence (Q8TDV0 whole entry, looked up): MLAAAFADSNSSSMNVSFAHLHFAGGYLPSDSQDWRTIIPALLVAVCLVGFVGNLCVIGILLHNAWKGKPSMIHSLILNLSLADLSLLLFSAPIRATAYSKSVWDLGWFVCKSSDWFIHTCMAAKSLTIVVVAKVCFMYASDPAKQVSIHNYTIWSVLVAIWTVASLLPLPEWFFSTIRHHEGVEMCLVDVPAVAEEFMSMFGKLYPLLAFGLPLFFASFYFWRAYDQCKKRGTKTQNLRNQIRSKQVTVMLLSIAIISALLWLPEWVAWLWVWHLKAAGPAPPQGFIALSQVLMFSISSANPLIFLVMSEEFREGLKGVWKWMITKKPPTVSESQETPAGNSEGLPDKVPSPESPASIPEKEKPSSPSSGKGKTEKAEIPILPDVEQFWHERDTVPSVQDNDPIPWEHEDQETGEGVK
An asterisk follows results filed as active.

`O=C(Cn1cnc2scc(-c3ccccc3)c2c1=O)N1CCN(c2ccccn2)CC1` gave TEAD-YAP inh 18.0, FBW7 act -0.1, MITF inh 1.1 and GPR151 ag 1.9.
Screening O=C(CSc1ccc(C(=O)Nc2ccccc2C(F)(F)F)cc1[N+](=O)[O-])NCc1ccco1 returned TEAD-YAP inh -4.3, FBW7 act 0.0, MITF inh -2.8 and GPR151 ag -1.7.
Cc1nc2c(c(C)nn2C)c(C)c1CCC(=O)NC(C)c1ccccc1 (stereo not drawn) was read as TEAD-YAP inh 0.2, FBW7 act 0.4, MITF inh -23.4 and GPR151 ag 0.5.
CC(C)Oc1ccc(Br)cc1C(=O)N/N=C/c1ccc2c(c1)OCO2 was read as TEAD-YAP inh 39.6*, FBW7 act 0.1, MITF inh 4.6 and GPR151 ag -0.8.
Screening CN(Cc1nc2ccccc2[nH]1)Cc1nc(CCc2ccccc2)no1 returned TEAD-YAP inh -12.5, FBW7 act 0.1, MITF inh 9.1 and GPR151 ag -1.9.
For COc1ccc2c(c1)N(C(=O)CSc1n[nH]c(C)n1)C(C)(C)C=C2C the results were TEAD-YAP inh -0.8, FBW7 act -0.1, MITF inh -10.5 and GPR151 ag -0.2.
Cc1ccc(-c2n[nH]c(=O)c3ccccc23)cc1S(=O)(=O)N(C)CCO was read as TEAD-YAP inh 3.0, FBW7 act 0.6, MITF inh 16.8 and GPR151 ag 1.9.
For O=C1C(=O)N(c2cccnc2)C(c2ccc([N+](=O)[O-])cc2)/C1=C(/O)c1ccccc1 (stereo not drawn) the results were TEAD-YAP inh 3.2, FBW7 act -0.1, MITF inh 3.9 and GPR151 ag 0.7.
O=C(/C=C/NCc1ccccc1)c1ccc(Br)cc1 was read as TEAD-YAP inh -38.0, FBW7 act 0.0, MITF inh -12.9 and GPR151 ag 1.5.
`CN1CCN(/N=C/c2ccc(N(C)C)cc2)CC1` gave TEAD-YAP inh -19.4, FBW7 act -0.1, MITF inh 40.2 and GPR151 ag -2.1.
CC(Oc1ccc(Br)cc1)C(=O)O/N=C(\N)c1ccncc1 (stereo not drawn) was read as TEAD-YAP inh 7.0, FBW7 act -0.3, MITF inh 2.2 and GPR151 ag -1.1.
`CCOc1ccccc1NC(=O)CSc1ncc(S(=O)(=O)c2ccccc2)c(=O)[nH]1` gave TEAD-YAP inh -5.1, FBW7 act 0.0, MITF inh -6.5 and GPR151 ag -0.3.

Copied from the entries so far (three entries):
`O=C(Cn1cnc2scc(-c3ccccc3)c2c1=O)N1CCN(c2ccccn2)CC1` gave TEAD-YAP inh 18.0, FBW7 act -0.1, MITF inh 1.1 and GPR151 ag 1.9.
Screening O=C(CSc1ccc(C(=O)Nc2ccccc2C(F)(F)F)cc1[N+](=O)[O-])NCc1ccco1 returned TEAD-YAP inh -4.3, FBW7 act 0.0, MITF inh -2.8 and GPR151 ag -1.7.
Cc1nc2c(c(C)nn2C)c(C)c1CCC(=O)NC(C)c1ccccc1 (stereo not drawn) was read as TEAD-YAP inh 0.2, FBW7 act 0.4, MITF inh -23.4 and GPR151 ag 0.5.

Back to the main list, starting three compounds before the break.
`CN1CCN(/N=C/c2ccc(N(C)C)cc2)CC1` gave TEAD-YAP inh -19.4, FBW7 act -0.1, MITF inh 40.2 and GPR151 ag -2.1.
CC(Oc1ccc(Br)cc1)C(=O)O/N=C(\N)c1ccncc1 (stereo not drawn) was read as TEAD-YAP inh 7.0, FBW7 act -0.3, MITF inh 2.2 and GPR151 ag -1.1.
`CCOc1ccccc1NC(=O)CSc1ncc(S(=O)(=O)c2ccccc2)c(=O)[nH]1` gave TEAD-YAP inh -5.1, FBW7 act 0.0, MITF inh -6.5 and GPR151 ag -0.3.
Screening CC(C)(O)C(=O)NNC(=O)Nc1ccc(Cl)cc1Cl returned TEAD-YAP inh -1.2, FBW7 act -0.1, MITF inh 1.6 and GPR151 ag 1.1.
`CC1=C(C(=O)OCCOc2ccccc2)C(c2coc3ccc(Cl)cc3c2=O)C2=C(CC(C)(C)CC2=O)N1` (stereo not drawn) gave TEAD-YAP inh 2.4, FBW7 act 0.1, MITF inh 11.3 and GPR151 ag -0.4.
Screening COc1ccc(NC(=O)C/C(C)=N/NC(=O)CCc2ccccc2)c(OC)c1 returned TEAD-YAP inh 4.5, FBW7 act 0.3, MITF inh 12.6 and GPR151 ag -1.0.
`COC(=O)c1ccc(/C=C(\C#N)c2ccccc2[N+](=O)[O-])cc1` gave TEAD-YAP inh -2.5, FBW7 act 0.4, MITF inh 6.7 and GPR151 ag -1.2.
For Cc1cccnc1C(NC(=O)C1CCN(C(=O)c2ccno2)CC1)c1ccc(F)cc1 (stereo not drawn) the results were TEAD-YAP inh 3.1, FBW7 act -0.1, MITF inh 22.0 and GPR151 ag 2.1.
`CN1CCN(C(=O)c2nn3c(C(F)(F)F)cc(-c4ccco4)nc3c2Cl)CC1` gave TEAD-YAP inh -6.4, FBW7 act -0.2, MITF inh 3.4 and GPR151 ag -0.4.
For CCOc1cc(S(=O)(=O)NCc2cccs2)ccc1F the results were TEAD-YAP inh 9.5, FBW7 act 0.4, MITF inh -2.4 and GPR151 ag -0.5.
For CCc1cccc(NC(=O)Nc2cccs2)c1 the results were TEAD-YAP inh -35.0, FBW7 act 0.0, MITF inh 9.7 and GPR151 ag 0.2.
For COC(=O)Nc1ccc(S(=O)(=O)OCC(F)(F)C(F)(F)C(F)(F)C(F)F)cc1 the results were TEAD-YAP inh 7.6, FBW7 act 0.3, MITF inh -1.3 and GPR151 ag 1.7.
For CCN(CC)c1nc(-c2cccs2)c(C(=O)c2ccc(N3C(=O)CCC3=O)cc2)s1 the results were TEAD-YAP inh -5.9, FBW7 act 0.0, MITF inh -13.2 and GPR151 ag 2.8.
For COc1ccccc1NC(=O)C(C)NS(=O)(=O)c1ccccc1 (stereo not drawn) the results were TEAD-YAP inh 6.8, FBW7 act -0.1, MITF inh -0.6 and GPR151 ag 1.3.
`Cn1c(=O)n(C)c2cc(S(=O)(=O)Nc3ccccc3O)ccc21` gave TEAD-YAP inh 1.4, FBW7 act -0.2, MITF inh 0.2 and GPR151 ag 3.5.
COc1ccc(N(CC(=O)N(C)Cc2ccccc2)S(C)(=O)=O)cc1OC was read as TEAD-YAP inh -4.8, FBW7 act 0.0, MITF inh 11.2 and GPR151 ag 1.8.
O=C(c1cccnc1)N1CCC(c2nc3ccccc3[nH]2)CC1 was read as TEAD-YAP inh 6.2, FBW7 act 0.6, MITF inh 20.1 and GPR151 ag -0.5.
For Cc1ccc(OCC(=O)N/N=C/c2c(C)[nH]c3ccccc23)cc1 the results were TEAD-YAP inh -20.9, FBW7 act -0.4, MITF inh -2.3 and GPR151 ag -0.6.
COc1ccccc1Nc1nnc(-c2ccc(OC(C)C)c(OC)c2)o1 was read as TEAD-YAP inh -29.2, FBW7 act 0.1, MITF inh 10.2 and GPR151 ag 0.5.
Screening CCOC(=O)c1sc(NC(=O)CN2C(=O)c3ccccc3C2=O)c(SC#N)c1C returned TEAD-YAP inh -4.7, FBW7 act 0.2, MITF inh 15.0 and GPR151 ag -0.1.
`COc1ccc(-c2noc(CN3CCN4CCCC4C3)n2)cc1` (stereo not drawn) gave TEAD-YAP inh -10.3, FBW7 act -0.1, MITF inh 4.7 and GPR151 ag -0.5.
For Cc1cccc(CN2CCc3c(OCC(=O)Nc4ccc5c(c4)OCO5)cccc3C2=O)c1 the results were TEAD-YAP inh 2.1, FBW7 act -0.1, MITF inh 10.8 and GPR151 ag -1.7.
C=CCNC(=O)C1CC(c2cccc(OC)c2)=NO1 (stereo not drawn) was read as TEAD-YAP inh -8.9, FBW7 act 0.0, MITF inh -17.1 and GPR151 ag 0.0.
Screening Cc1ccc(-n2[nH]c(C)c(C=Nc3ccc(Cl)c(N=Cc4c(C)[nH]n(-c5ccc(C)cc5)c4=O)c3)c2=O)cc1 returned TEAD-YAP inh -2.4, FBW7 act -0.1, MITF inh -5.8 and GPR151 ag 0.3.
For CCSc1nnc2c(n1)OC(c1ccc(OC)c(OC)c1)Nc1ccccc1-2 (stereo not drawn) the results were TEAD-YAP inh -8.6, FBW7 act 0.9, MITF inh 1.7 and GPR151 ag -0.2.
Screening O=C(Nc1ccc(-c2cn[nH]c2)cc1OCCN1CCCC1)[C@H]1COc2ccccc2O1 returned TEAD-YAP inh -0.2, FBW7 act -0.2, MITF inh 11.8 and GPR151 ag -0.5.
O=C(Nc1ccc(N2CCOCC2)cc1)c1cccc(-c2csc3ccccc23)n1 was read as TEAD-YAP inh -6.3, FBW7 act 0.2, MITF inh 11.6 and GPR151 ag -0.4.
For COc1ccc2sc(C)nc2c1NC(C)=O the results were TEAD-YAP inh 4.5, FBW7 act 0.2, MITF inh -6.6 and GPR151 ag 0.6.
`COc1ccc(/C(=N/O)c2nccc3cc(OC)c(OC)cc23)cc1OC` gave TEAD-YAP inh 2.2, FBW7 act -0.1, MITF inh 0.6 and GPR151 ag -0.3.
Screening Nc1nnc(SCC(=O)OCC(=O)Nc2ccccc2)s1 returned TEAD-YAP inh -3.0, FBW7 act -0.1, MITF inh -1.6 and GPR151 ag -1.2.
Screening Cc1oc2ccc(OC(=O)c3ccc([N+](=O)[O-])cc3)cc2c1C(=O)OC(C)C returned TEAD-YAP inh -9.3, FBW7 act 0.1, MITF inh -5.8 and GPR151 ag -0.4.
For CCOC(=O)c1c(NC(=O)c2ccccc2F)sc2c1CCC2 the results were TEAD-YAP inh -1.2, FBW7 act -0.1, MITF inh 10.3 and GPR151 ag 0.0.
Screening CC(=O)Nc1cc([N+](=O)[O-])ccc1N(C)S(=O)(=O)c1ccc(C)cc1 returned TEAD-YAP inh 8.6, FBW7 act 0.8, MITF inh -6.3 and GPR151 ag -1.6.
COc1ccc(OC)c(NC(=O)C(=O)NCc2ccc(Cl)cc2)c1 was read as TEAD-YAP inh 8.6, FBW7 act -0.1, MITF inh 1.3 and GPR151 ag 0.8.
For O=C(CCCn1c2ccccc2c2cn[nH]c(=O)c21)NCc1ccco1 the results were TEAD-YAP inh 1.5, FBW7 act -0.1, MITF inh -1.6 and GPR151 ag 3.6.
Screening Nc1nc2c3cc4c(nc3sc2c2ccccc12)CCC4 returned TEAD-YAP inh 33.8*, FBW7 act 0.3, MITF inh -14.5 and GPR151 ag -3.6.
`O=C(NCc1ccco1)/C(=C\c1ccccc1)NC(=O)c1ccc(Br)cc1` gave TEAD-YAP inh -3.8, FBW7 act 0.0, MITF inh -7.7 and GPR151 ag -1.7.
Screening O=C1CCCC(=O)N1c1ccc(Oc2ccc3ccccc3c2)cc1 returned TEAD-YAP inh -12.8, FBW7 act 0.1, MITF inh 0.6 and GPR151 ag 0.9.
Screening CC(=O)C1=C(O)C(=O)N(CCN2CCOCC2)C1c1cccnc1 (stereo not drawn) returned TEAD-YAP inh -9.9, FBW7 act 0.3, MITF inh 9.2 and GPR151 ag -0.5.
`COc1ccc(NC(=O)c2ccc3c(=O)n(-c4ccc(OC)cc4OC)c(=S)[nH]c3c2)cc1` gave TEAD-YAP inh 5.5, FBW7 act 0.1, MITF inh 12.7 and GPR151 ag 0.2.
`CC1(C)CC(=O)c2cc(C(=O)Nc3cccc(C#N)c3)c(=O)n(-c3ccc(Cl)cc3)c2C1` gave TEAD-YAP inh -2.5, FBW7 act 0.1, MITF inh -8.3 and GPR151 ag 1.5.
Screening COCc1cc(CN2CCN(Cc3ccc(OC)c(C)c3C)C(CCO)C2)ccc1OC (stereo not drawn) returned TEAD-YAP inh 5.4, FBW7 act 0.2, MITF inh 14.4 and GPR151 ag 1.6.
`COC(=O)c1cc(C(=O)N2CCN(c3cccc(Cl)c3)CC2)cc([N+](=O)[O-])c1` gave TEAD-YAP inh 63.1*, FBW7 act 0.0, MITF inh 3.8 and GPR151 ag 0.7.
CCOC(=O)C1=C(O)/C(=C/c2ccc(OC)cc2)SC1=Nc1ccc(F)cc1 was read as TEAD-YAP inh 17.0, FBW7 act 0.2, MITF inh 7.4 and GPR151 ag -1.1.
Screening Cn1c(SCC(=O)Nc2ccc([N+](=O)[O-])cc2)nc2c(c1=O)SCC2 returned TEAD-YAP inh 5.9, FBW7 act -0.2, MITF inh 5.9 and GPR151 ag 0.1.
Cc1c(C(=O)NCCN2CCCC2)sc2ncn(CC(=O)N3CCCCC3C)c(=O)c12 (stereo not drawn) was read as TEAD-YAP inh 15.9, FBW7 act -0.1, MITF inh 3.9 and GPR151 ag -1.3.
For CC(C)NS(=O)(=O)c1ccc(NC(=O)C2CCCCC2C(=O)O)cc1 (stereo not drawn) the results were TEAD-YAP inh 13.0, FBW7 act 0.4, MITF inh 9.4 and GPR151 ag -1.6.
`Cc1ccc(S(=O)(=O)c2nc(N)sc2Cl)cc1` gave TEAD-YAP inh 8.6, FBW7 act -0.1, MITF inh 5.8 and GPR151 ag 1.2.
CCn1c(SCC(=O)Nc2cccc(F)c2)nnc1-c1c[nH]c2ccccc12 was read as TEAD-YAP inh 7.0, FBW7 act 0.1, MITF inh 8.7 and GPR151 ag -0.3.
For O=C(Nc1cccc2c(NC(=O)c3ccccc3Cl)cccc12)c1ccccc1Cl the results were TEAD-YAP inh -6.3, FBW7 act -0.1, MITF inh -3.9 and GPR151 ag 1.5.
For C=CC[C@@H]1CC=C[C@@H](C)N1C(=O)CC1(c2ccc(OC)cc2)CC(=O)N(C2CC2)C1=O (stereo partly drawn) the results were TEAD-YAP inh 2.2, FBW7 act -0.1, MITF inh -9.0 and GPR151 ag -0.8.
For COc1ccc(-c2nnc(Sc3nc4ccccc4o3)c3ccccc23)cc1 the results were TEAD-YAP inh 6.5, FBW7 act -0.2, MITF inh 0.0 and GPR151 ag -0.3.

Screens (PubChem)
